# Growth percent in the NCI-60 one-dose screen (48 h, 10 µM unless noted): 100 = growth as untreated, 0 = no growth, -100 = all killed.
# SK-MEL-5 = SK-MEL-5 melanoma; 6.4% of 80,000 active
# HOP-92 = HOP-92 NSCLC cells; 6.3% of 71,000 active; AID 1794738
# A549/ATCC = A549/ATCC NSCLC; 3.7% of 81,000 active; AID 1794740
# HOP-62 = HOP-62 NSCLC; AID 1794735; 3.9% of 80,000 active
# EKVX = EKVX NSCLC | 3% of 71,000 active | AID 1794765
# M14 = M14 melanoma; 6.2% of 80,000 active; AID 1794745
# CCRF-CEM = CCRF-CEM leukemia. 7% of 77,000 active. AID 1794778
# SK-MEL-28 = SK-MEL-28 melanoma; 4.1% of 81,000 active; AID 1794761
# An asterisk follows results filed as active; . = no result given. The calls were made as follows: active = growth percent below 10; inactive = the rest.
SMILES,SK-MEL-5,HOP-92,A549/ATCC,HOP-62,EKVX,M14,CCRF-CEM,SK-MEL-28
COc1ccc(NC=O)c(OC)c1,93,98,101,99,103,93,107,102
COc1cc(-c2nc3ccccc3[nH]2)ccc1OCC(=O)N=Nc1c(O)[nH]c2ccccc12,69,78,105,100,.,83,-25*,101
N#CC1=C(N)Oc2ccc3ccccc3c2C1c1ccccc1Cl (stereo unspecified),43,69,53,39,43,13,26,61
O=C(CCl)OCc1ccc([N+](=O)[O-])o1,103,124,98,98,.,109,.,102
ClC(Cl)(Cl)c1ccc(C(Cl)(Cl)Cl)cc1,98,103,73,93,96,100,89,102
CCC(=O)c1cccc(-c2ccccc2)c1CC,104,98,94,109,109,110,101,115
O=c1[nH]c(Cc2nc(-c3ccc(Cl)cc3)cs2)nc2c(-c3nc4ccccc4s3)c(S)sc12,93,89,87,87,96,99,96,93
COc1ccc2c(c1)C(=O)c1c-2c(OCCCN(C)C)nc2cc(Br)ccc12,87,.,25,68,62,92,-28*,-49*
N#CC(N=Nc1cccc2ccccc12)C(N)=O (stereo unspecified),88,87,95,114,50,110,105,107
C[C@]1(COc2ccc(N3CCC(Oc4ccc(OC(F)(F)F)cc4)CC3)cc2)Cn2cc([N+](=O)[O-])nc2O1,92,91,88,91,103,97,95,106
CN1c2c(C(=O)O)cnn2CC1c1ccccc1 (stereo unspecified),103,97,97,104,111,101,101,110
CCc1c(C(=O)N[C@H]2c3cc(Cl)ccc3CC[C@H]2O)[nH]c(C)c1C(C)=O,43,82,50,70,75,77,38,78
O=C1c2ccccc2N2C(=O)CSC2=C2CCCN12,90,91,92,88,97,96,92,109
CCOC(=O)/C(C#N)=C(/CC)OCC,110,.,104,104,.,95,.,106
O=C(Cn1c(-c2ccccc2)nc2cc(Cl)c(Cl)cc21)N=Nc1c(O)[nH]c2ccc(Cl)cc12,79,.,74,87,75,61,-8.2*,66
CC1=NN(c2nc(-c3ccccc3)c(C#N)c(=O)n2C)C(=O)C1,106,72,91,88,116,111,96,163
NC(=NCCCCCCN=C(N)/N=C(\N)Nc1ccc(Cl)cc1)/N=C(\N)Nc1ccc(Cl)cc1,-96*,-3.2*,.,-25*,24,23,13,33
COC(=O)CNS(=O)(=O)c1ccc2c(c1)Cc1cc(S(=O)(=O)NCC(=O)OC)ccc1-2,98,100,100,98,100,103,104,.
CO/N=C(\C)c1ccc(NC(=O)C(C)N2CCN(c3cc4c(cc3F)c(=O)c(C(=O)O)cn4C3CC3)CC2)cc1 (stereo unspecified),86,87,89,80,88,84,101,90
O=C1c2cccc3c(-c4ccc(Cl)cc4)ccc(c23)C(=O)N1c1nc2ccccc2s1,96,93,99,88,100,98,96,97
CCN1CC2=C(Nc3nc(SC)[nH]c(=O)c3C2c2ccc(C)cc2)/C(=C/c2ccc(C)cc2)C1 (stereo unspecified),78,90,.,113,77,101,69,113
CCOC(=O)C(=CNC(=S)Nc1ccc(OCC)cc1)C(=O)OCC,104,103,99,96,98,98,110,106
Cc1ccc(/C=N/Nc2nc3c(c(=O)n(C)c(=O)n3C)n2C)cc1,107,.,.,107,113,106,106,98
CCOC(=O)CN1/C(=N/c2sc3c(c2C(=O)OCC)CCSC3)SC(=O)/C1=C\C(=O)OC,99,94,97,102,98,95,79,103
O=C(c1c[nH]c2ccccc12)C1OC12C(=O)Nc1ccccc12 (stereo unspecified),96,75,98,99,70,76,82,102
O=S(=O)(O)c1cccc2cccc(Nc3ccccc3)c12,100,61,104,99,99,101,92,112
O=C(CSc1nc2ccccc2c(=O)[nH]1)Nc1ccc(C(=O)O)cc1,97,70,107,96,67,112,99,111
CCN1C(=O)N(CC)C2C1NN=c1s/c(=C\c3ccc(F)cc3)c(=O)n12 (stereo unspecified),17,44,16,39,56,13,4.8*,63
Cc1nc2ccccc2c(/C=C/c2ccc(Cl)cc2)c1C(=O)/C=C/c1ccc(F)cc1,8.1*,66,75,3.7*,30,5.8*,6.9*,-28*
O=C1/C(=C\c2ccccc2[N+](=O)[O-])Sc2c(F)cccc21,92,111,95,80,84,101,74,105
Cn1cnc2c(ncn2C2CC(O)C(CO)O2)c1=N (stereo unspecified),110,86,102,98,108,111,109,113
Cc1ccn2c3c(c(C(=O)O)c2c1)C(=O)c1ccccc1C3=O,-99*,97,-40*,46,83,-44*,90,46
COc1cc(C)ccc1OCC(=O)O,100,90,87,75,98,95,94,94
Nc1nn2c(-c3cc4cc(Br)ccc4oc3=O)ccnc2c1N=Nc1ccc(C(=O)O)cc1,103,137,105,133,111,103,94,108
Cc1nc2cccc(NCCCCC(=O)NO)c2c(=O)n1-c1ccccc1,35,43,79,50,64,50,25,58
COc1cc(C2CC(c3cc(OC)c(OC)c(OC)c3)=NN2C(C)=O)ccc1OCc1ccc(F)cc1 (stereo unspecified),30,17,51,74,59,60,60,73
CC(=O)CC(=O)Nc1ccc(OS(N)(=O)=O)cc1,99,89,105,101,94,87,105,102
CCN(CC)CCCN1C(=O)c2c(c(C)c3c(oc4cc(O)ccc43)c2C)C1=O,-98*,94,-74*,94,108,-89*,-6.1*,-85*
Clc1ccc2c(NCCCn3cnc4c(N5CCCCC5)nc(Cl)nc43)ccnc2c1,81,60,83,83,74,83,81,88
O=C(CCCCCCC(=O)Nc1ccc(C(=O)/C=C/c2cn(-c3ccccc3)nc2-c2ccc(Br)cc2)cc1)NO,102,113,103,99,95,.,103,105

# The last two entries of the section before open the next one:
SMILES,SK-MEL-5,HOP-92,A549/ATCC,HOP-62,EKVX,M14,CCRF-CEM,SK-MEL-28
Clc1ccc2c(NCCCn3cnc4c(N5CCCCC5)nc(Cl)nc43)ccnc2c1,81,60,83,83,74,83,81,88
O=C(CCCCCCC(=O)Nc1ccc(C(=O)/C=C/c2cn(-c3ccccc3)nc2-c2ccc(Br)cc2)cc1)NO,102,113,103,99,95,.,103,105
Oc1c(I)cc(-c2nc3ccccc3s2)cc1CN(Cc1ccccn1)Cc1ccccn1,-78*,0.2*,4.7*,16,8.1*,-28*,7.9*,38
O=c1[nH]c2ccccc2cc1-c1nnc(Cc2ccccc2)o1,57,76,83,83,.,66,19,101
CCOC(=O)C1=NN(c2ccccc2)C2=NC(=O)/C(=C(/C)c3cc4ccccc4o3)C(=O)N12,98,95,92,100,89,93,113,108
CCC[S+](CCC)CC(=O)c1ccc(-c2ccccc2)cc1,98,96,80,107,100,91,88,112
O=C(O)c1cnnn1-c1ccc(Cl)cc1,100,100,109,105,92,.,102,97
COc1ccccc1NC(=O)N(O)C1(C#N)CCCCC1,100,.,102,103,117,102,100,104
COc1ccc(Cc2nnc3sc(SCc4ccccc4)nn23)cc1,100,75,97,100,.,.,75,114
CC(=Nc1ccc2c(c1)C(=O)c1ccc(N=C(C)N(C)C)cc1C2=O)N(C)C,96,100,104,106,.,110,106,100
C1=Nc2c(c(-c3ccccc3)c(-c3ccccc3)n2C2CCCCC2)C2=NCCN12,.,98,105,97,91,105,103,108
CC(c1ccccc1)C(C)(C#N)c1ccccc1 (stereo unspecified),100,107,106,100,85,117,108,114
O=C(Nc1ccc(F)cc1)Nc1ccc(NC(=O)c2cc(Cl)nc3ccccc23)cc1,70,23,80,22,89,74,42,78
C[N+](C)(C)C/C=N\N=C\C[N+](C)(C)C,111,87,96,74,97,100,101,105
CCOC(=O)C1CCC(=O)C(CC)=C1C (stereo unspecified),118,121,104,103,117,105,102,103
O=C(NCc1ccc(Cl)cc1Cl)Nc1cccs1,100,101,89,101,91,96,92,103
COC(=O)CC[C@@H](C)[C@H]1CC[C@@]2(C)[C@@H]3C(=O)C[C@H]4C(C)(C)[C@@H](OC(C)=O)CC[C@]4(C)[C@H]3C(=O)C[C@]12C,104,87,101,99,106,102,89,104
Cc1cccc2c(C(=O)c3ccc4c(c3)Sc3cc(C(=O)c5ccn6c(C)cccc56)ccc3N4)ccn12,97,116,98,115,101,99,103,97
COc1ccc(C(=O)CSc2nccc(Nc3ccc(N4CCOCC4)cc3)n2)cc1,47,95,104,103,98,99,80,106
CCN1CCN(c2ccc(NC(=O)Nc3ccc(-c4cc(C(=O)NC(C)C)c5ncccc5n4)cc3)cc2C(F)(F)F)CC1,-100*,-77*,-88*,-88*,-92*,-88*,-45*,-99*
O=C(Nc1ccc(N2CCOCC2)cc1)c1cncnc1Nc1ccc(OCc2cccc(F)c2)c(Cl)c1,99,100,78,80,100,98,94,96
O=C(CSc1nccc(=O)[nH]1)Nc1ccc(-c2nc3ccccc3[nH]2)cc1,100,103,110,94,111,110,101,99
c1ccc2c(c1)nnn2-c1ccncc1,100,84,90,117,94,97,73,169
COc1cc(CC(=O)n2ncc3ccc(N)cc32)cc(OC)c1OC,93,99,99,95,92,102,101,100
O=c1[nH]c(NCCc2cc3cc(Cl)ccc3[nH]2)nc2sc3c(c12)CCCC3,48,89,35,45,64,.,41,71
COc1cc(Cn2c(SCC(N)=O)nc3ccccc3c2=O)cc(OC)c1OC,102,88,105,93,.,99,95,104
Cn1c(O)c(N=Nc2ccc(S(N)(=O)=O)cc2)c2cc(Cl)ccc21,97,125,97,88,105,100,102,108
COc1cc(-n2nc(C(=O)NCCCCC(=O)O)nc2-c2ccccc2)cc(OC)c1OC,107,113,87,82,94,102,106,118
O=c1/c(=C/C2=Cc3ccccc3OC2)sc2nc3ccccc3n12,96,105,96,94,90,97,107,97
O=C(CNC(=O)c1ccccc1)OC(C(=O)O)c1ccc(F)cc1 (stereo unspecified),107,101,103,96,.,102,93,111
CCCCCCCC(=O)Oc1ccc(Cl)cc1,101,92,99,105,103,101,111,103

# Arranged by length of the SMILES (low to high): 19 of the compounds above.
SMILES,SK-MEL-5,HOP-92,A549/ATCC,HOP-62,EKVX,M14,CCRF-CEM,SK-MEL-28
c1ccc2c(c1)nnn2-c1ccncc1,100,84,90,117,94,97,73,169
CCCCCCCC(=O)Oc1ccc(Cl)cc1,101,92,99,105,103,101,111,103
CCOC(=O)C1CCC(=O)C(CC)=C1C (stereo unspecified),118,121,104,103,117,105,102,103
O=C(NCc1ccc(Cl)cc1Cl)Nc1cccs1,100,101,89,101,91,96,92,103
C[N+](C)(C)C/C=N\N=C\C[N+](C)(C)C,111,87,96,74,97,100,101,105
COc1ccc(Cc2nnc3sc(SCc4ccccc4)nn23)cc1,100,75,97,100,.,.,75,114
COc1cc(CC(=O)n2ncc3ccc(N)cc32)cc(OC)c1OC,93,99,99,95,92,102,101,100
O=C(CNC(=O)c1ccccc1)OC(C(=O)O)c1ccc(F)cc1 (stereo unspecified),107,101,103,96,.,102,93,111
COc1cc(Cn2c(SCC(N)=O)nc3ccccc3c2=O)cc(OC)c1OC,102,88,105,93,.,99,95,104
Cn1c(O)c(N=Nc2ccc(S(N)(=O)=O)cc2)c2cc(Cl)ccc21,97,125,97,88,105,100,102,108
COc1ccc(C(=O)CSc2nccc(Nc3ccc(N4CCOCC4)cc3)n2)cc1,47,95,104,103,98,99,80,106
O=C(CSc1nccc(=O)[nH]1)Nc1ccc(-c2nc3ccccc3[nH]2)cc1,100,103,110,94,111,110,101,99
O=c1[nH]c(NCCc2cc3cc(Cl)ccc3[nH]2)nc2sc3c(c12)CCCC3,48,89,35,45,64,.,41,71
O=C(Nc1ccc(F)cc1)Nc1ccc(NC(=O)c2cc(Cl)nc3ccccc23)cc1,70,23,80,22,89,74,42,78
COc1cc(-n2nc(C(=O)NCCCCC(=O)O)nc2-c2ccccc2)cc(OC)c1OC,107,113,87,82,94,102,106,118
O=C(Nc1ccc(N2CCOCC2)cc1)c1cncnc1Nc1ccc(OCc2cccc(F)c2)c(Cl)c1,99,100,78,80,100,98,94,96
Cc1cccc2c(C(=O)c3ccc4c(c3)Sc3cc(C(=O)c5ccn6c(C)cccc56)ccc3N4)ccn12,97,116,98,115,101,99,103,97
CCN1CCN(c2ccc(NC(=O)Nc3ccc(-c4cc(C(=O)NC(C)C)c5ncccc5n4)cc3)cc2C(F)(F)F)CC1,-100*,-77*,-88*,-88*,-92*,-88*,-45*,-99*
COC(=O)CC[C@@H](C)[C@H]1CC[C@@]2(C)[C@@H]3C(=O)C[C@H]4C(C)(C)[C@@H](OC(C)=O)CC[C@]4(C)[C@H]3C(=O)C[C@]12C,104,87,101,99,106,102,89,104
